Screening data (PubChem)
HSP90 inh: blocks HSP90-mediated luciferase refolding in reticulocyte lysate | AID 1789 | Rabbit reticulocyte lysate, luciferase refolding luminescence, 3 h | inhibition, % at 5.6 µM | 0.91% of 290,000 active;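 active means inhibition above the screen-wide mean plus 3 SD, computed separately per campaign, cut at about 16% in these data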;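 further: 0% = DMSO wells and 100% = 60 µM geldanamycin wells; inhibitors lower the luminescence because luciferase stays unfolded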
Platelet DG rel: modulates dense granule release in human platelets; 0.22% of 300,000 active; AID 1663; inhibition, %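 (compounds screened at 7.5 µM in platelet-rich plasma)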; human platelet-rich plasma, SFLLRN dense granule ATP release, luminescence;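 active means mean replicate score, as percent of positive control, at or above 50; inconclusive means mean below 50 but at least one replicate at or above 50; inactive means mean and every replicate below 50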
GSK3beta inhib: inhibitors of human GSK3beta kinase; 0.038% of 300,000 active; AID 2097; activity score (negative = inhibition), % at 10 µM; P49841; GST-GSK3beta kinase, ADP-Glo luminescence, 60 min; hits give low values;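 active means more than half of replicate wells score below -50%, meaning over 50% inhibition versus plate controls; inconclusive means some replicates but at most half score below -50%; inactive means no replicate scores below -50%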;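 further: 0% = median DMSO wells and -100% = median GW8510 positive control wells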
Target sequence (P49841 whole entry, looked up): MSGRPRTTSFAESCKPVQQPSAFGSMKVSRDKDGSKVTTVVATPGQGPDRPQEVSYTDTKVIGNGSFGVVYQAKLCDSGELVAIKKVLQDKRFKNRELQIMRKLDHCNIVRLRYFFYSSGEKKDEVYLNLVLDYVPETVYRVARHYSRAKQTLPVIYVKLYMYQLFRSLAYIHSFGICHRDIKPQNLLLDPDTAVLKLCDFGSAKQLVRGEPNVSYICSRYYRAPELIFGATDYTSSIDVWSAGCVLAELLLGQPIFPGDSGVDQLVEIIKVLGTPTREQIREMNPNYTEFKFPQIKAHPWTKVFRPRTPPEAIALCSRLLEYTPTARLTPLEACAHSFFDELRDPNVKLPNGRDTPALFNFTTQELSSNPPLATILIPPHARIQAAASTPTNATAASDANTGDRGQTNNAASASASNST
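Assay system: GST-fused GSK3beta enzyme, cell-free / Medium: Tris pH 7.5 buffer with MgCl2, DTT, BSA, heparin / Also added: peptide substrate plus 25 µM ATP (final) / Compound: 10 µM single point / Timing: kinase reaction with compound 60 min at room temperature / Detection: ADP-Glo luminescence / Benchmarks: DMSO neutral wells and GW8510 at 20 µM as positive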
AI-2 QS modul: modulators of Vibrio harveyi AI-2 quorum sensing system; Vibrio harveyi JMH597 AI-2 luminescence/OD600 ratio, 9 h; hits give low values; strain lacks LuxN and CqsS sensors; 0 = neutral-control median; activity change, % at 7.5 µM; 0.4% of 300,000 active; in the data active means activity change below about -75%, passing the limit was not always enough; inconclusive means no clear call, values can overlap the other calls;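 further: luminescence divided by OD600 gain over 9 h not by final OD600 alone; inactives centre near 13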
Dyrk1A ADPGlo: inhibitors of rat Dyrk1A kinase | Q63470 | ADP-Glo luminescence, NFATc1 peptide | inhibition, % at 12.5 µM | 0.43% of 310,000 active; in the data active means inhibition above about 50%;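 further: plate controls were vehicle with enzyme for no effect and no enzyme for full effect; many of its hits are not listed in these tables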
HSF1 activator: increases HSF-1 driven luciferase reporter signal; NIH3T3-HGL HSF-1 luciferase reporter, MG132, 8 h; 100% = twice DMSO control signal; activation, % at 9 µM; 1.7% of 300,000 active; AID 504408;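 active means mean replicate activation of at least 50% with a set share of replicates each reaching 50%; inconclusive means only one of those two conditions met; inactive means mean below 50% and too few replicates reaching it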;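 further: 0% = median of the neutral control wells and 100% = twice that signal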
HDAC3 inh: blocks human histone deacetylase 3; recombinant HDAC3, fluorogenic peptide/trypsin coupled, fluorescence; inhibition, % at 8.3 µM; 0.15% of 320,000 active; AID 2718; in the data active means inhibition above about 26%, passing the limit was not always enough; inconclusive means no clear call, values can overlap the other calls
GSK3A inh: blocks human GSK-3 alpha kinase; inhibition, % at 10 µM; P49840; ADP-Glo luminescence, 60 min; 0.1% of 320,000 active;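 in the data active means inhibition above about 50%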;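 further: GST-tagged GSK-3 alpha with peptide substrate and 25 µM ATP; 0% = DMSO neutral wells and 100% = GW8510 positive control wells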
Target sequence (P49840 whole entry, looked up): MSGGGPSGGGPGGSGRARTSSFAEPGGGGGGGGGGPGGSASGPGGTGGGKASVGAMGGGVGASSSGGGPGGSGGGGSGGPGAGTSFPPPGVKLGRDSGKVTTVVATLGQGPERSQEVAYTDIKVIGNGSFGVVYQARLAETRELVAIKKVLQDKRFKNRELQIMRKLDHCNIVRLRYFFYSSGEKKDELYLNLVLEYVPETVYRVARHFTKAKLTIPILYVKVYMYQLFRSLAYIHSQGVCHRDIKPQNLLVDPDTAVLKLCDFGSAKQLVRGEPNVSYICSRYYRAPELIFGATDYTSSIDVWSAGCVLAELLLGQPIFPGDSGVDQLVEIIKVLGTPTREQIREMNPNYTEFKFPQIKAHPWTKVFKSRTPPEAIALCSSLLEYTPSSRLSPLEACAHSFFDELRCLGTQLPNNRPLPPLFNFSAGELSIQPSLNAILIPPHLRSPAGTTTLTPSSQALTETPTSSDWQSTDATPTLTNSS
PolyA inhibitor: inhibitors of polyadenylation in S. cerevisiae; S. cerevisiae SKY197-pL101 polyadenylation reporter, beta-gal luminescence; efflux-impaired pdr1/pdr3 knockout yeast; score 100 = 6 SD above DMSO; calls only at 12 µM; 0.02% of 300,000 active;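 active means lowest replicate activity score at least 50, where 100 means six control SD above control mean; inconclusive means lowest score under 50 but half or more replicates reach 50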;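 further: yeast exposed to compound for 9 h at 30 °C; higher score means more reporter readthrough which indicates perturbed polyadenylation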
HSF1 inhib: HSF1 inhibition; NIH3T3-HGL HSE-luciferase, MG132-induced, luminescence 8 h; hits give low values; 0.77% of 300,000 active; activity change, negative = inhibition, % at 7.5 µM (by protocol); AID 2098;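 active means more than half of replicate wells show activity change below -50%, luminescence cut by over half; inconclusive means some wells, but at most half, below -50%; inactive means no replicate well below -50%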;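 further: luciferase reports HSF-1 transcriptional activity via heat shock element; 0% = median of DMSO wells and -100% = zero luminescence signal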
Numbers without * were called inactive; i = inactive; u = inconclusive; x = no result given. A portion of the library; rates above refer to the full screens.

SMILES	HSP90 inh	Platelet DG rel	GSK3beta inhib	AI-2 QS modul	Dyrk1A ADPGlo	HSF1 activator	HDAC3 inh	GSK3A inh	PolyA inhibitor	HSF1 inhib
COc1ccc(OCCCSc2ncccn2)cc1	-2	-2	-21	2	1	17	-1	-2	i	22
Cc1ccccc1C(=O)c1cccn1CC(=O)NCc1ccco1	-1	-2	-3	39	7	1	3	x	i	4
O=C1NC2(CCCCC2)C(=O)N1Cc1ccc([N+](=O)[O-])cc1	-7	25	3	19	-5	-1	4	2	i	7
Cc1ccc(C)c(NCc2n[nH]c(=S)n2-c2ccccc2)c1	-4	1	1	30	1	3	12	0	i	-6
CC(C)c1[nH]c(=O)c(C#N)c2c1COC(C)(C)C2	0	-1	1	23	-2	-25	3	-2	i	-12
O=C(COC(=O)/C=C/c1cn(-c2ccccc2)nc1-c1cccnc1)Nc1ccc(Cl)cc1Cl	4	7	-4	7	6	36	0	-1	i	25
O=C(CSCc1c(F)cccc1Cl)NCc1ccncc1	-2	11	-1	9	10	-13	-12	2	i	-3
O=C(Cn1c(C(F)(F)F)nc2ccccc21)N=Nc1c(O)[nH]c2ccc(Br)cc12	-2	8	1	18	-2	-6	0	0	i	-11
CCCn1nc2cc(C(=O)NCc3ccccc3)ccc2c1OCC	-3	4	-2	11	9	0	-35	5	i	-11
O=C(NCCOc1ccccc1)C1CCC(=O)N(C2CCCCCC2)C1 (centres undefined)	3	3	-3	4	-3	-3	-1	1	i	-2
N#Cc1ccccc1OCCCN1CCC(Cc2ccccc2)CC1	1	11	2	10	-1	-4	0	0	i	-4
Cc1cc(O)c2c(c1)C(O)(C1OC(CO)C(O)C(O)C1O)c1cccc(O)c1C2=O (centres undefined)	-1	-4	2	0	-5	11	-1	-1	i	3
COc1ccccc1CNC(=O)Cn1cnnn1	-3	4	2	12	-4	16	-7	-3	i	2
O=C(Nc1nccs1)C1CCCN1S(=O)(=O)c1cccc2cccnc12 (centres undefined)	1	6	-28	14	-3	0	-3	28	i	-6
COc1ccc(CCNC(=O)CN2C(=O)c3cccc4cccc(c34)C2=O)cc1OC	-6	11	0	20	-44	7	-4	x	i	6

Given with the structure last: two of the compounds above
HSP90 inh	Platelet DG rel	GSK3beta inhib	AI-2 QS modul	Dyrk1A ADPGlo	HSF1 activator	HDAC3 inh	GSK3A inh	PolyA inhibitor	HSF1 inhib	SMILES
-1	-4	2	0	-5	11	-1	-1	i	3	Cc1cc(O)c2c(c1)C(O)(C1OC(CO)C(O)C(O)C1O)c1cccc(O)c1C2=O (centres undefined)
1	11	2	10	-1	-4	0	0	i	-4	N#Cc1ccccc1OCCCN1CCC(Cc2ccccc2)CC1

Later entries
SMILES	HSP90 inh	Platelet DG rel	GSK3beta inhib	AI-2 QS modul	Dyrk1A ADPGlo	HSF1 activator	HDAC3 inh	GSK3A inh	PolyA inhibitor	HSF1 inhib
COc1ccc(NS(=O)(=O)c2cccc(C(=O)N/N=C/c3ccc4c(c3)OCCO4)c2)cc1	0	3	1	17	3	6	4	2	i	-6
Cc1nn(Cc2c(Cl)cccc2Cl)c(C)c1NC(=O)Cn1nc([N+](=O)[O-])c(Cl)c1C	-6	-5	0	2	-7	-4	-7	0	i	3
C/C(=C\c1ccccc1)C(=O)NCCCn1ccnc1	0	1	1	15	-2	10	1	x	i	9
CCOc1ccc(CCNC(=O)CCn2cccc2)cc1OCC	2	-3	-2	0	2	-1	6	-3	i	2
OCCNc1nc(Nc2ccccc2O)nc(N2CCCC2)n1	x	8	-1	13	-12	3	-6	-2	i	3
CCCCn1c(N)c(N(CC(C)C)C(=O)c2ccc(F)c(S(=O)(=O)N3CCOCC3)c2)c(=O)[nH]c1=O	x	29	1	2	5	-12	6	1	i	-7
C=CCn1c(SCC(=O)NC2CCCCC2)nnc1-c1ccccn1	1	-2	-6	3	-7	-15	-12	1	i	0
CN(C)CCCN(C(=O)c1ccc2c(c1)OCCO2)c1nc2ccc(Cl)cc2s1	2	7	-1	38	12	-34	6	2	i	-29
Cn1cnnc1SCc1ccccc1[N+](=O)[O-]	-1	-5	2	0	x	-3	1	-1	i	-4
COc1ccccc1N1C(=O)C2C(C(=O)c3ccccc3)=NN(c3ccc(Br)cc3)C2C1=O (centres undefined)	12	-17	-2	1	x	42	-3	2	i	6
O=C1N(c2ccc3c(c2)OCCO3)C(c2ccccc2)C1(F)F (centres undefined)	-2	-7	-1	34	x	1	-4	-11	i	1
COc1ccc(N2CCN(CCNC(=O)Nc3cc(Cl)ccc3Cl)CC2)cc1	8	-7	-1	-12	2	5	-1	-1	i	1
COc1ccc(CCNC(=O)CCCN2C(=O)c3ccccc3C2=O)cc1	2	8	-24	16	-4	1	0	-1	i	-3
CCN(CC)Cc1c(O)ccc2c(=O)c(-c3ccccc3Cl)coc12	-1	-2	4	8	-6	-21	-47	0	i	-3
Cc1ccc(C)c(-n2c(CNC(=O)c3ccco3)nnc2SCC(=O)Nc2nnc(C)s2)c1	-4	0	1	42	3	33	-5	0	i	16
Cc1cccc(C)c1NC(=S)N(CCN1CCCCCC1)Cc1ccco1	2	0	-1	10	-2	7	6	4	i	-7
Cc1cc(C(C)(C)C)cc(S(=O)(=O)NCCO)c1C	5	1	0	19	0	1	-8	14	i	-7
CCOc1ccc(C(=O)NCc2cccnc2)cc1	-3	-3	1	15	9	23	6	0	i	6
CC(C)Oc1ccc(CNC2CCOC(C)(C)C2)cc1 (centres undefined)	2	-10	0	12	5	x	4	-1	i	x
CCOc1cc(C2C(C(=O)OC)=C(C)N=C3SC(C)C(=O)N32)ccc1OC(C)=O (centres undefined)	0	22	3	17	8	41	5	x	i	32
COc1ccc(C2CC(=O)N(CC(=O)NCC3CCCO3)c3ccccc3S2)cc1 (centres undefined)	5	-4	2	51	2	-41	0	0	i	-44
CCc1cccc(C)c1NC(=O)CSc1nc2ccccc2n1CC(=O)N(C)C	4	x	x	x	15	x	-5	2	x	x
CCCNC(=O)Nc1cc(OCC)c(N2CCOCC2)cc1OCC	2	15	1	9	-4	5	-1	0	i	6
CCOC(=O)c1ccc(NC(=O)CSC2=NN3CCCC(=O)N=C3S2)cc1	-4	15	0	29	1	-11	-5	-1	i	-3
CCc1ccc(/C=C/C(=O)c2cc(Br)ccc(=O)c2O)cc1	6	11	3	11	3	24	-4	4	i	21
Cc1ccccc1-c1cn(-c2ccccc2)c(=S)[nH]1	5	17	-1	5	-1	25	-6	0	i	6
COc1ccc(CNC(=O)c2cccc(NC3=NC4CS(=O)(=O)CC4S3)c2)cc1 (centres undefined)	0	-3	0	15	-1	-44	u	2	i	-28
Cc1ccc2nc(N3C(=O)C(O)=C(C(=O)c4ccco4)C3c3cccc(O)c3)sc2c1 (centres undefined)	7	-8	2	35	10	7	12	-1	i	9
O=C(CN1C(=O)c2ccccc2C1=O)OCC(=O)c1ccc(F)cc1	x	-6	1	27	-4	-1	5	-2	i	-2
CCCn1c(N)c(N(CCOC)C(=O)c2ccc(N3CCCC3=O)cc2)c(=O)[nH]c1=O	x	0	2	11	5	-2	-3	0	i	-2
Cc1cccc(CSc2nnc(-c3ccccn3)n2N)c1	-2	-1	2	-90*	-1	19	-1	-2	i	10
CCOC(=O)N1CCC(NC(=O)CSc2cc(=O)n(CC)c3ccccc23)CC1	1	2	2	-1	-6	17	-2	-1	i	11
O=c1c2ccccc2c(-c2ccc(O)cc2)nn1-c1cccc(C(F)(F)F)c1	1	6	-4	7	-4	2	15	-1	i	4
Cc1csc(NC(=O)c2ccc(S(=O)(=O)N(C)c3ccccc3)cc2)n1	0	0	3	3	2	9	-2	-6	i	18
CNC(=S)N(CCc1c(C)[nH]c2ccc(Cl)cc12)Cc1cccnc1	3	-3	-1	3	4	7	x	2	i	7
CSc1nc2n(n1)C(c1ccccn1)C1=C(CC(C)(C)CC1=O)N2 (centres undefined)	-3	-6	-6	14	5	-3	1	-4	i	1
CCc1ccc2c(c1)C(=O)c1ccccc1C2=O	2	-4	0	16	8	81*	7	x	i	40
CCOCCCNc1nc(C(F)(F)F)nc2c1nnn2Cc1ccccc1Cl	-2	1	1	15	-1	9	-1	-1	i	2
Cc1cccc(CN2C(=O)N/C(=C/c3ccc(C)s3)C2=O)c1	2	-12	-2	52	5	-10	-4	x	i	-7
S=C(NCCc1ccccc1)Nc1nccs1	x	4	2	23	-2	27	3	-1	i	19
O=c1c2[nH]cnc2n(-c2cccc(Br)c2)c(=O)n1Cc1ccccc1	4	-5	-3	11	4	-10	4	-1	i	-7
COc1ccccc1CC(=O)Nc1ccc(S(=O)(=O)N2CCCCC2)cc1	2	-2	-4	20	-4	4	1	-3	i	-3
CC1CCN(Cc2nnnn2-c2cccc([N+](=O)[O-])c2)CC1	-2	-2	-7	27	-10	20	-10	-1	i	14
CCN(Cc1ccccc1)C(c1cc2cc(C)cc(C)c2[nH]c1=O)c1nnnn1CCOC (centres undefined)	0	3	-1	10	0	10	1	-2	i	2
CC(C)(C)NC(=O)C(=O)NN=C1CCCCCCC1	3	8	4	27	1	19	-2	-1	i	7
Cc1ccc(C2OC3=C(C(=O)CC(C)(C)C3)C(N)=C2C#N)o1 (centres undefined)	6	-1	5	31	x	13	0	3	i	-3
CCN1CCN(c2cc(C)c3cc(NC(=S)NCCCOC)ccc3n2)CC1	-5	-1	1	8	3	3	12	-3	i	6
Cc1ccc(NC(=O)CC(C)CC2=NS(=O)(=O)c3ccccc3N2)cc1 (centres undefined)	5	8	2	5	3	3	-3	-3	i	5
CCc1ccc(NC(=O)C(=O)NCc2ccccn2)cc1	-2	5	-1	-21	1	34	-7	-1	i	-1
N#CC(C#N)=Cc1ccc(-c2ccc(S(=O)(=O)N=C(N)N)cc2)o1	-3	8	4	32	0	2	4	4	i	-6
COc1ccc(C(=O)NCC(=O)OC2CCCCC2=O)cc1 (centres undefined)	0	-7	-1	7	x	0	-1	2	i	1
COc1cccc(CSc2nnc(C(F)(F)F)n2Cc2ccc(F)cc2)c1	-2	-4	-6	6	8	87*	12	0	i	38
O=C(COC(=O)CNS(=O)(=O)c1ccc(F)c(F)c1F)NCCc1ccccc1	-2	19	-2	1	0	-4	-3	-3	i	-3
COc1ccc(S(=O)(=O)NNC(=O)Nc2ccccc2OC)c(OC)c1	-2	2	-8	29	-1	8	7	-4	i	1
CCC(C)(C(=O)NC1CCCCC1)N(Cc1cccs1)C(=O)c1ccc(=O)[nH]c1 (centres undefined)	2	6	0	11	-4	3	-1	1	i	2
O=C(NCCCO)c1ccc2[nH]c3c(c2c1)CCCC3	5	-4	0	22	-1	-11	-1	-1	i	5
CNc1ncc(Cc2ccccc2)s1	0	-3	0	-1	3	-7	-2	-1	i	6
CCN(CC(=O)NCc1ccc(F)cc1)Cc1nc2ccccc2c(=O)[nH]1	6	2	10	4	4	5	2	-1	i	11
Cc1cc(/C=N/Nc2nc(N3CCOCC3)nc(N3CCOCC3)n2)c(C)n1-c1ccccc1	-1	7	0	-1	3	-1	5	-2	i	-1
